CCT modulator = High-Throughput Screening for Modulators of Cytosolic Chaperonin Activity; 360,000 compounds, 0.3% hits; purified chaperonin ATPase assay, HTRF ADP detection, 30 min; activity change, % (test concentration not listed), hits read low; in the data active = activity change below about -30%; also: % is scaled to controls: 0 for no effect and ±100 for the full control effect
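TRiC at 40 or 20 nM final (batch-dependent) in 30 mM Tris pH 7.4, 100 mM KCl, 5 mM MgCl2, 1 mM DTT, with compound at single 76 uM and 10 uM ATP, 30 min at 37 deg C. ADP detected by HTRF Transcreener, 665/615 ratio.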
S2 tox = Viability Counterscreen for Primary qHTS for Inhibitors of ATXN expression. S2 cells (HEK-293 line with an ATXN2-luciferase reporter) viability, CellTiter-Fluor protease fluorescence, 24 h. Potency, µM (top dose mostly 56.7 µM), actives largely listed as cytotoxic. 400,000 compounds, 0.49% hits; also: potency is read from the fitted curve at half-maximal effect; nearly all actives have a fitted effect of over 40% in size
Mm-Cpn inhibitor = Inhibitors of TCP-1 ring complex (TRiC) of Methanococcus maripaludis (MmCpn): qHTS | 330,000 compounds, 0.031% hits | Chaperonin Mm-Cpn (Methanococcus maripaludis) | purified Mm-Cpn ATPase, ADP Transcreener TR-FRET | Potency, µM (top dose mostly 76.9 µM), for the others: at the top dose activity, negative = inhibition, hits mostly inhibitors; also: potency is read from the fitted curve at half-maximal effect; % is scaled to controls: 0 for no effect and ±100 for the full control effect; nearly all actives have a fitted effect of over 80% in size
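Purified archaeal Mm-CPN (25nM final) preincubated 10 min at 37degC with compound, then 10uM ATP for 30 min at 37degC; ADP measured by HTRF Transcreener TR-FRET; buffer 30 mM TRIS pH 7.4, 100mM KCl, 5mM MgCl2, 1mM DTT.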
Akt phos inh = HTS Assay for Inhibitors of Akt Phophorylation: Primary Screen; 360,000 compounds, 0.32% hits; AID 651550, 2012; activity change, % for hits at 50 µM; Neuro2A IGF-stimulated pAkt S473 HTRF, 20 min; stronger effect = lower value; in the data active = activity change below about -80%; inconclusive = mostly about -51% to -80%; also: % is scaled to controls: 0 for no effect and ±100 for the full control effect
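Neuro2A cells in DMEM with 0.5% FBS, overnight at 37 deg C, given compound at single 50 µM final, then IGF (6 nM final) for 20 min at 37 deg C. Lysed; phospho-Akt Ser473 by HTRF after 24 h, 665/615 ratio.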
Nrf2 activator = qHTS of Nrf2 Activators | AID 624171, 2012 | Potency, µM (top dose mostly 46.1 µM), without a hit: at the highest dose activation, actives largely listed as activators | 410,000 compounds, 0.31% hits | AREc32 ARE-luciferase reporter (MCF7-derived line), luminescence, 24 h; also: potency is read from the fitted curve at half-maximal effect; % of control where 0% means no effect; nearly all actives have a fitted effect of over 65% in size
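For detection, Steady-Glo was added and plates sat 30 min at RT; before that, AREc32_Fluc cells grown overnight in OPTI-MEM/5% FBS had been treated with 23 nL compound for 24 hr at 37 deg C.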
HepG2 viability = qHTS for Inhibitors of TGF-b: Cytotox Counterscreen | HepG2 CAGA-GFP viability, ATP luminescence, 18 h | Potency, µM (series often up to 46.1 µM), inactives show top-dose activity change, negative = cytotoxicity, most hits filed as cytotoxic | 410,000 compounds, 0.76% hits; also: potency is read from the fitted curve at half-maximal effect; some results filed as inactive show a strong effect at the top dose
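CellTiter-Glo luminescence gave cytotoxicity after 18 hours at 37 degrees C. The cells were HepG2 CAGA-GFP in 1% FBS DMEM, stimulated with 500 pg/mL TGF-beta after compound addition. %Activity was normalised to no-cell wells (complete cell-killing) and DMSO (no toxicity), and curves were fitted and classified.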
TGFb inhibitor = qHTS for Inhibitors of TGF-b | Potency, µM (series often up to 46.1 µM), for the others: top-dose activity, negative = inhibition, most hits filed as inhibitors | 410,000 compounds, 1.2% hits | HepG2 CAGA-GFP TGF-b/SMAD3 reporter, GFP fluorescence, 18 h; TGF-beta stimulated, 500 pg/mL final | AID 588855, 2011; also: potency is read from the fitted curve at half-maximal effect; % is scaled to controls: 0 for no effect and ±100 for the full control effect; nearly all actives have a fitted effect of over 65% in size
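GFP signal (ex488/em500-530) from TGF-beta-stimulated HEPG2 CAGA-GFP cells, 500 pg/mL final, 18 h at 37 degrees C in DMEM plus 1% FBS, normalized to unstimulated and DMSO-stimulated controls.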
A549 viability = Nrf2 qHTS screen for inhibitors: counterscreen for cytotoxicity. A549 ARE-Fluc cells, CellTiter-Fluor viability, 18-24 h. Potency, µM (series often up to 46 µM), without a hit: at the top dose activity change, negative = cytotoxicity, usual class: inhibitors. 390,000 compounds, 0.16% hits. AID 504648, 2011; also: potency is read from the fitted curve at half-maximal effect; % is scaled to controls: 0 for no effect and ±100 for the full control effect
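A549 ARE_Fluc cells in 5% FBS OPTI-MEM were exposed to compounds in concentration-response for 18-24 h at 37 deg C. Viability was read by CellTiter-Fluor fluorescence (Ex 405/Em 525) after 30 min, before the luciferase read.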
Nrf2 inh = Nrf2 qHTS screen for inhibitors. A549 ARE-Fluc reporter, luciferase luminescence, 18-24 h. Potency, µM (titrated, usually from 46 µM), without a hit: at the highest dose activity change, negative = inhibition, hits mostly inhibitors. 360,000 compounds, 2.1% hits; also: potency is read from the fitted curve at half-maximal effect; % is scaled to controls: 0 for no effect and ±100 for the full control effect; nearly all actives have a fitted effect of over 60% in size
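Nrf2 activity is the BugLite luminescence, read 15 min after reagent at room temperature, following CellTiter-Fluor cytotoxicity readout (30 min, 37C). Compound titrations were applied for 18-24 h to 5000 A549 ARE_Fluc cells/well in 5% FBS OPTI-MEM.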
Starred values were filed as active, the others as inactive; i = inactive; ? = inconclusive; / = no result given; [ ] = remark or other dose. Unless noted, calls follow the shape of the dose curve; as a rule, active = well fitted curve in the direction sought with a large enough effect; inconclusive = small, poorly fitted or top-dose-only effect, or another doubt; inactive = no such curve, though single readings can be large; an effect the other way counts as inactive or inconclusive.

Value order – CCT modulator	S2 tox	Mm-Cpn inhibitor	Akt phos inh	Nrf2 activator	HepG2 viability	TGFb inhibitor	A549 viability	Nrf2 inh
- CCSc1ccccc1C(=O)Nc1nncs1
  -1.3	i	2.7%	i	-0.6%	-1.6%	-1.0%	1.8%	?
- Cc1onc(-c2ccccc2)c1C(=O)NCCc1ccc(S(N)(=O)=O)cc1
  0.5	i	1.8%	i	2.3%	-11.8%	12.2%	3.5%	6.7%
- OC[C@@H]1CN(Cc2ccc(F)cc2)C[C@H](n2cnc3c(NCc4ccc(F)cc4)ncnc32)O1
  1.3	i	/	i	-0.4%	-32.6%	-24.4%	/	/
- O=[N+]([O-])c1cc([N+](=O)[O-])c(Oc2ccc(F)cc2F)cc1NN1CCCCC1
  0.2	i	-10.6%	i	-0.8%	-0.8%	2.1%	1.9%	11.0%
- Cc1ccccc1OCC(O)Cn1c(NCc2ccco2)nc2c1c(=O)n(C)c(=O)n2C (centres undefined)
  -0.5	i	?	i	4.6%	-7.0%	?	2.2%	-18.4%
- CCOc1ccc(C2C(C#N)=C(C)NC3=C2C(=O)c2ccccc23)cc1 (centres undefined)
  0.2	i	-0.4%	i	0.5%	-3.2%	0.0%	-5.2%	-25.5%
- CCn1c(=O)cc(OCC(=O)NCCCN2CCC(C)CC2)c2ccccc21
  -3.5	i	-29.7%	i	5.7%	-7.7%	12.9%	28.5%	3.0%
- COc1ccc(NC(=O)CCc2nnc3ccc(N4CCN(c5cccc(OC)c5)CC4)nn23)cc1
  0.7	i	-1.9%	i	0.3%	-3.6%	6.5%	-0.8%	5.9%
- Cc1ccccc1C(=O)NCC(=O)OCCOc1ccc(C(C)C)c(C)c1
  -3.4	i	0.1%	i	0.0%	5.2%	12.3%	1.1%	-3.0%
- Cc1ccc(NC(=O)C2CCCO2)c(Br)c1 (centres undefined)
  -2.2	i	/	i	3.4%	57.5%	21.5%	11.4%	0.9%
- CCOc1ccc2oc(-c3ccccc3)c(C(=O)N3CCN(C)CC3)c2c1
  -0.8	i	-5.4%	i	-0.9%	-39.6%	4.4%	/	0.9%
- Cc1csc(NC(=O)c2ccc(Cl)nc2)n1
  -0.1	i	0.5%	i	?	-1.1%	3.5%	0.9%	?
- CCN1C[C@@H]2[C@@H]3C(=O)N(Cc4ccccc4)C(=O)[C@@H]3[C@](CC)(C1=O)N2C(=O)c1ccc(Br)cc1
  -0.9	i	/	i	-1.2%	-8.6%	?	-7.2%	-2.8%
- CC(=O)NCc1ccc(-c2csc(NC(=O)CCc3nc4ccccc4c(=O)[nH]3)n2)s1
  -1.0	i	-1.6%	i	7.9%	-6.0%	12.4%	-8.5%	?
- COc1ccc(C(=O)CCC(=O)O)cc1
  -3.7	i	-0.8%	i	-1.5%	15.4%	3.8%	-3.1%	-5.9%
- CC(=Nc1ccccc1)C1=C(O)C(Cc2cccc(F)c2)NC1=O (centres undefined)
  -3.5	i	/	i	-0.4%	-6.1%	-24.3%	/	/
- Cc1ccc(-c2cnc(C(O)c3ccc(C)cc3)[nH]2)cc1 (centres undefined)
  0.2	i	/	i	5.6%	-1.1%	14.0%	/	/
- C=CCC1c2cccc(C(=O)O)c2C(=O)N1c1ccc(F)cc1 (centres undefined)
  -3.6	i	/	/	0.1%	-20.9%	5.1%	-3.7%	/
- Fc1ccccc1N1CCN(C2CCCN(Cc3ccccc3C(F)(F)F)C2)CC1 (centres undefined)
  1.4	i	0.6%	i	-0.2%	-22.5%	-19.8%	-0.7%	-27.7%
- COc1ccc(C(=O)c2c[nH]c(C(=O)NCc3ccco3)c2)cc1
  1.0	i	2.1%	i	3.5%	-0.6%	26.7%	4.3%	/
- COc1ccc2[nH]cc(CCNC(=O)c3ccccc3Cl)c2c1
  0.2	i	1.3%	i	2.3%	6.9%	32.6%	-3.5%	3.1%
- COc1ccc(-c2[nH]ncc2-c2cscn2)c(O)c1
  0.4	i	-0.7%	i	0.6%	3.2%	-1.0%	-11.2%	2.2%
- COc1cc2c(cc1OC)[C@@H](NC(=O)CCc1ccccc1)[C@H](OCc1ccccc1)C2
  1.6	i	-0.3%	i	4.1%	-35.7%	-16.8%	3.0%	2.3%
- O=C(Nc1nnc(-c2ccccc2Cl)o1)c1ccco1
  -0.6	i	-0.1%	/	12.6µM*	-6.2%	17.4%	1.7%	/
- CN(c1ccccc1)c1nc(N)c([N+](=O)[O-])c(N2CCOCC2)n1
  -5.4	i	1.0%	i	0.5%	-22.2%	1.7%	0.8%	8.0%
- COc1ccc(/C=C2/C(=O)N(c3ccccc3)N=C2C)cc1OC
  -0.6	i	0.0%	i	2.0%	-13.4%	4.9%	-1.9%	-1.0%
- O=C1CSC(c2ccc([N+](=O)[O-])cc2)N1c1ccc(O)cc1 (centres undefined)
  -1.0	i	0.3%	i	3.4%	-1.3%	4.8%	6.3%	-21.9%
- Cc1oc(C)c2c(=O)cc(-c3ccc4c(c3)OCO4)cc(OC(=O)c3ccc(Cl)cc3)c12
  /	i	/	/	0.8%	-15.5%	59.8%[activator]	-9.3%	11.9%
- CS(=O)(=O)c1ccc(-c2nnn(CC(=O)Nc3ccc4c(c3)OCCO4)n2)cc1
  -4.1	i	-2.9%	i	0.3%	0.8%	0.1%	0.2%	0.7%
- CCOc1ccc(CCNC(=O)Cc2ccc(NC(=O)C3=C(C)OCCS3)cc2)cc1
  -0.7	i	-0.6%	i	5.1%	-4.2%	-4.2%	0.9%	-6.8%
- COc1cc2sc(-c3ccc(S(C)(=O)=O)cc3)c(C(=O)NCc3ccc(C)o3)c2cc1OC
  -0.3	i	50.1µM*	i	7.9%	-4.3%	6.9%	0.4%	-0.3%
- O=C(CNC(=O)c1ccccc1F)N/N=C/c1ccc2c(c1)OCO2
  -2.3	i	-0.2%	i	-0.2%	-2.1%	-11.9%	1.9%	?
- Cc1ccc(OCC(=O)NCCCNC(=O)c2cccnc2)cc1
  0.9	i	-3.0%	i	0.0%	-1.4%	-1.1%	0.3%	1.84µM*
- CCCc1ccc(C2=Nn3c(nnc3C(C)C)SC2)cc1
  -0.6	i	2.7%	i	3.9%	-22.3%	1.2%	1.1%	-11.6%
- CCOc1cc(/C=N/O)ccc1OS(=O)(=O)c1ccc(C)cc1
  -1.3	i	-0.1%	i	3.8%	-19.1%	-24.3%	-2.1%	-16.9%
- CCCCS(=O)(=O)c1oc(-c2ccc(F)cc2)nc1S(=O)(=O)c1ccc(C)cc1
  /	/	/	/	-5.5%	3.55µM*	4.47µM*	?	?
- Cc1ccc(C)c(N2CCN(C(=O)CSCc3ccccc3Cl)CC2)c1
  /	/	/	/	4.6%	-58.7%	?	3.9%	/
- C=CCN1C(=O)c2ccc(C(=O)N3CCN(S(=O)(=O)c4cccc(Cl)c4)CC3)cc2C1=O
  -4.2	i	1.6%	i	-0.3%	0.5%	1.3%	4.3%	-0.5%
- O=C(COC(=O)c1ccc(S(=O)(=O)C(F)F)cc1)NC(=O)NC1CCCCC1
  0.4	i	1.1%	i	0.0%	-11.8%	0.2%	-1.4%	5.2%
- Cc1ccccc1C(=O)n1nc(-c2cccnc2)nc1NCc1ccc(F)cc1
  /	i	/	/	-1.0%	-29.7%	0.0%	0.3%	-2.5%
- O=C(O)CCCC(=O)N1N=C(c2ccccc2)CC1c1ccc2nccnc2c1 (centres undefined)
  0.4	i	-1.0%	i	4.0%	5.5%	3.3%	1.7%	0.6%
- C=CCn1c(O)c(N=Nc2ccccc2)c2ccccc21
  -5.6	i	0.0%	i	5.0%	-6.8%	1.1%	10.5%	?
- CC1=NN(C(N)=S)C(C)(C)C1
  -4.7	i	0.4%	i	-1.2%	-0.6%	-0.5%	-7.4%	-7.1%
- CCOC(=O)C1=C(C)Nc2ncnn2C1c1cc(OC)ccc1OC (centres undefined)
  1.9	i	3.3%	i	0.0%	1.2%	17.3%	12.8%	1.8%
- CCC(C)(C)NC(=O)C(c1ccncc1)N(C(=O)Cn1nnc2ccccc21)c1cc2c(cc1C(C)=O)OCO2 (centres undefined)
  -3.4	i	1.9%	i	-0.7%	-6.0%	?	-0.6%	6.9%
- Cc1cc(Br)c(S(=O)(=O)NCc2cccnc2)cc1C
  -3.2	i	0.6%	i	-0.1%	-0.2%	-0.3%	-0.5%	-10.4%
- O=C(NCc1cccs1)c1cc(-c2cccc(Cl)c2)on1
  -1.1	i	-0.3%	i	4.9%	-40.3%	?	-21.7%	?
- CCCCCCOc1ccc(OC(=O)c2ccncc2)cc1
  -0.8	i	1.1%	i	0.2%	-0.4%	16.6%	-3.3%	?
- Cc1ccc(C(=O)N2CCN(S(=O)(=O)c3ccc(C)cc3)CC2)cc1
  -0.9	i	-0.2%	i	-0.9%	-10.2%	1.7%	1.1%	-11.0%
- COCCCNC(=O)NC(=O)c1ccccc1
  1.8	i	0.0%	i	0.6%	0.1%	-4.0%	-2.0%	0.2%
- COc1ccc(NC(=O)CS(=O)CC(=O)Nc2ccc(OC)c(OC)c2)cc1 (centres undefined)
  -3.3	i	1.0%	i	0.6%	2.1%	-13.0%	3.7%	1.4%
- CCc1[nH]nc(C(=O)N2CCCC(C(=O)c3cccc(OC(C)C)c3)C2)c1C (centres undefined)
  1.6	i	0.2%	i	3.0%	-4.4%	-22.2%	?	?
- COn1c(-c2ccccc2)nc2c1CCc1c-2no[n+]1[O-]
  0.8	i	0.3%	i	?	0.6%	10.0%	10.9%	/

Screening data as filed in PubChem BioAssay.
